Bioassay records as filed in PubChem.
E-sel inducer: E-selectin induction in HUVECs, primary screen, imaging, HUVEC, immunofluorescence imaging, single point; 260,000 compounds, 0.37% hits; normalized: neutral wells 0, TNF-alpha wells 100; activation, % at 7.58 µM; P16581; AID 686992, 2013;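 active = mean E-selectin-positive cell signal at least 10% of the positive control, reached in at least 60% of replicates, without over 20% cell loss; inconclusive = no rule given, readout overlaps actives, possibly toxicity-flagged; inactive = the rest, including those meeting only one limit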;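 note: in these data hits start at about 27%; measured in HUVEC primary endothelial cells; signal is the percent of cells scored E-selectin positive by PE staining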
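Read-out: % PE-positive cells | Test system: HUVEC | Doses: One compound dose added by pin transfer | Buffer or medium: EGM-2 over gelatin coat | Signal: Immunofluorescence imaging | Benchmarks: TNF-alpha, DMSO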
Casp6 inh: human caspase-6 inhibitors, primary screen, biochemical, VEID-R110 fluorescence, single point, set 2; P55212; purified caspase-6, Z-VEID-R110 cleavage fluorescence; inhibition, % at 12.5 µM; 350,000 compounds, 0.53% hits;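 active = mean inhibition across replicates at least about 35%, with every replicate also reaching that limit, limit read from the data; inconclusive = only one of the two criteria met; inactive = neither criterion met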;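 note: 0% = median of neutral control wells and 100% = no fluorescence left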
DENV2 CPE rescue: inhibitors of DENV2 cytopathic effect, primary screen, cell-based, plate reader, single concentration | DENV2-infected cells, cytopathic effect rescue | CPE inhibition, % at 9.99 µM | 350,000 compounds, 1.7% hits | AID 651640, 2012; in the data active = CPE inhibition above about 20%, passing the limit was not always enough; inconclusive = no clear call, values can overlap the other calls; tested in BHK-21 cells;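 note: 0% = median of neutral control wells and 100% = median of positive control wells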
RAD54 inh: inhibitors of human RAD54 branch migration, primary screen, biochemical, fluorescence, single point. DNA repair and recombination protein RAD54-like (Homo sapiens), Q92698. RAD54 Holliday junction branch migration, FAM/BHQ fluorescence. inhibition, % at 10.4 µM. 360,000 compounds, 0.14% hits. AID 602329, 2012;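 active = mean normalized replicate activity at least 40 and at least half of replicates scoring 40 or more; inconclusive = only one of the two criteria met; inactive = mean below 40 and under half of replicates reaching 40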;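 note: 0% = median of neutral control wells and 100% = median of positive control wells; inhibitors cause a drop in the FAM fluorescence signal; in these data hits start at about 50%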
Target sequence (Q92698 whole entry, looked up): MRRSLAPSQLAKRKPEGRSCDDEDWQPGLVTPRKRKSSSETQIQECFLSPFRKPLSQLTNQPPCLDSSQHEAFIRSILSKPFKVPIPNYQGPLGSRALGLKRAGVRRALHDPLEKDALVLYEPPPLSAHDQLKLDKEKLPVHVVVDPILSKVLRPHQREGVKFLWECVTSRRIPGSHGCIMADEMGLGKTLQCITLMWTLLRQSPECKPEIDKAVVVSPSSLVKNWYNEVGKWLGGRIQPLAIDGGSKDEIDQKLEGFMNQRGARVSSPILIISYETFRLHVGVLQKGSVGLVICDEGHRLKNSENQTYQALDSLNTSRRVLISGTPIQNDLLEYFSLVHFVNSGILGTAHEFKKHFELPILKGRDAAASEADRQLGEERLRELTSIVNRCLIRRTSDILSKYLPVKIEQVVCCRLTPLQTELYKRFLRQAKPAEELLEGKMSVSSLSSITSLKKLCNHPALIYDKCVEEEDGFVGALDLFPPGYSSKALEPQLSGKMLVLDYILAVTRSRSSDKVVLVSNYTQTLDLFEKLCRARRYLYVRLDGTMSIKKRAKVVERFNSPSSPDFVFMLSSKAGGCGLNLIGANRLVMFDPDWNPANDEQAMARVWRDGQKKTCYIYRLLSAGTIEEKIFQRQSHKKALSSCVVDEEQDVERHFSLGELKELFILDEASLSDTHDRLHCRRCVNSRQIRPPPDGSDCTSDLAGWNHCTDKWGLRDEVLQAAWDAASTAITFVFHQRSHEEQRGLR
GSIS activator: GLuc luminescence reporter in INS-1E cells, primary screen for activators of glucose-dependent secretion of insulin | INS-1E GLuc reporter insulin secretion, 2-3 h | 370,000 compounds, 0.61% hits | AID 743287, 2014 | activation, % at 16.6 µM;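 active = lowest replicate activation of at least 40%, so every replicate reaches that level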;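 note: 0% = median of neutral control wells and 100% = median of IBMX positive control wells; some compounds called inactive have numbers as strong as hits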
XiGFP reactiv: activators of inactive X chromosome reactivation, primary screen, imaging, XiGFP fibroblasts, GFP high-content imaging, set 2 | XiGFP mouse fibroblasts, % GFP-positive cells imaging, 3 d; cells co-treated with 5-aza-dC sensitizer; scaled so ellipticine positive control = 100% | activation, % at 7.58 µM | 360,000 compounds, 0.055% hits | AID 743238, 2013;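 active = mean normalized replicate activation at least 10% and every replicate at or above 10%; inconclusive = only one of the two criteria met; inactive = mean below 10% and not all replicates reach 10%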;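 note: 0% = median of on-plate neutral control wells and 100% = ellipticine 6 µM median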
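Schedule: 3 d treatment, 15 min room-temperature fixation; system: 68-5-11 XiGFP fibroblast line; buffer or medium: DMEM plus 5-aza-dC sensitizer; control set: ellipticine 6 µM positive control; compound: one concentration, pinned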
RAD52 anneal inh: RAD52 DNA annealing inhibitors, primary screen, biochemical, FRET, single point, set 2; DNA repair protein RAD52 homolog (Homo sapiens), P43351; recombinant RAD52 DNA annealing, FRET fluorescence; inhibition, % at 18.7 µM; 360,000 compounds, 0.46% hits; AID 651710, 2012;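 active = every replicate showing at least 50% inhibition; inconclusive = mean inhibition at least 50% but not in every replicate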
CFTR F508del cor: F508del CFTR correction, initial screen, CFBE line, single point; AID 720511, 2013; 350,000 compounds, 0.36% hits; CFBE cells, YFP halide quenching; stimulated with forskolin plus potentiator P3; % fluorescence drop versus neutral controls; activity (quench increase), % at 7.58 µM;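 active = mean added fluorescence quench of at least 8% versus neutral control, with both replicates also reaching 8%; inconclusive = only one of the mean or replicate conditions met; inactive = mean below 8% and not both replicates reaching 8%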;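 note: cells transiently co-express mutant CFTR-F508del with the halide-sensitive YFP; corrector assay measuring rescue of mutant channel to the surface after 24 h compound exposure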
* hit, by the source's call; u = inconclusive; x = not tested or not shown.

nr	SMILES	E-sel inducer	Casp6 inh	DENV2 CPE rescue	RAD54 inh	GSIS activator	XiGFP reactiv	RAD52 anneal inh	CFTR F508del cor
1	CCOC(=O)[C@H]1[C@H]2COc3ccc(Br)cc3[C@@H]2N2C(=O)c3ccc(Cl)cc3NC(=O)[C@@]12C	-0.2	-1	-19	-7	x	-0.7	-25	0.5
2	O=C(c1ccc2c(c1)OCCO2)C1CCN(C(=O)Nc2ccccc2F)CC1	x	0	2	5	-1	0.1	-14	0.0
3	CCN(CC)c1ccc(-c2n[nH]c(=S)n2-c2ccccc2C)cc1	0.2	1	-4	x	-13	-0.8	-10	-2.3
4	Cc1ccc(NC(=O)CN2C(=O)COc3ccc(S(=O)(=O)N4CCCC4)cc32)cc1C	x	-3	6	1	-17	0.1	-8	0.1
5	CCSc1nnc(SCC(=O)NC2CCCCC2)s1	-0.1	3	20	-1	13	0.1	-7	0.6
6	COc1ccc(OCc2cn(CC(=O)c3ccc(O)cc3)nn2)cc1	-0.1	11	-3	1	-2	-0.1	-14	-3.5
7	OC(CN1CCN(c2ccccc2F)CC1)c1ccc(F)cc1 (stereo not drawn)	2.5	2	6	-12	13	0.0	-7	-0.4
8	CN(C1=NC(=O)C(CC(=O)O)S1)c1ccc(O)cc1 (stereo not drawn)	x	0	-2	x	0	0.4	-15	4.4
9	CC(=O)Nc1ccc(C(C#N)c2ccccc2)cc1 (stereo not drawn)	-3.0	-2	-2	2	6	0.0	-16	-0.6
10	COCC(=O)N1C[C@H](C)[C@H](OC)CN(C)C(=O)c2ccc(NS(C)(=O)=O)cc2OC[C@H]1C	-0.2	x	-3	6	-1	0.1	-15	-1.3
11	CCCCOC(=O)c1ccc(NC(c2ccc(C)cc2)P(=O)(OC)OC)cc1 (stereo not drawn)	-2.7	3	6	x	-63	0.1	-11	x
12	Cc1cccc(N2CCN(C(=O)c3cccc(N4CCCC4=O)c3)C(C)C2)c1 (stereo not drawn)	x	2	8	-8	-5	0.2	-8	6.8
13	COc1ccc(N2C(=O)c3ccc(C(=O)Nc4cc(OC)ccc4OC)cc3C2=O)cc1	u	0	-4	2	x	0.1	-9	-1.4
14	CSCCC(NC(=O)c1ccco1)C(=O)N1CCN(Cc2ccccc2)CC1 (stereo not drawn)	8.8	-41	2	3	3	0.0	0	4.9
15	CC(C)Cn1c(N)c(C(=O)COC(=O)c2ccc(Cl)cc2)c(=O)n(C)c1=O	0.6	2	2	x	-30	0.2	-5	1.1
16	CN(NC1OC(=O)c2ccccc21)c1ccc(Cl)cc1[N+](=O)[O-] (stereo not drawn)	0.0	0	2	-18	-15	0.4	-19	0.2
17	CCOC(=O)c1c(C)c(-c2ccccc2)n(CC(=O)NCCC(C)C)c1C	0.3	-2	7	-6	x	-0.1	-23	-0.6
18	Cc1ccc(C(=O)N/C(=C\c2ccco2)C(=O)NCCN2CCOCC2)cc1C	-0.7	-2	-5	-1	-11	-0.1	-1	-0.3
19	CCOc1cc2c(c3c1C(c1ccccc1)N(S(=O)(=O)c1ccc(C)cc1)C3)C(=O)C=CC2=O (stereo not drawn)	x	8	1	-3	x	0.2	-8	1.1
20	CC(C)NC(=O)Nc1ccc2c(c1)CC(=O)N([C@@H](C)CO)C[C@H](C)[C@H](CN(C)Cc1ccc(C(=O)Nc3ccccc3N)cc1)O2	1.4	4	12	x	-4	-1.0	1	-2.2
21	C[C@H]1CN([C@@H](C)CO)S(=O)(=O)c2ccc(-c3ccc(F)cc3)cc2O[C@@H]1CN(C)C	1.7	-3	19	-10	9	-1.0	3	1.5
22	Cc1[nH]c(=S)[nH]c(=O)c1Cc1c(O)ccc2ccccc12	1.4	3	3	x	-15	0.1	-3	-0.2
23	C/C=C/c1ccccc1[C@H]1[C@@H](C#N)N(c2nc(CC)cs2)[C@@H]1CO	0.4	1	-4	x	0	0.0	6	1.0
24	COC(CNC(=O)c1c[nH]c2ccc(S(=O)(=O)N3CCOCC3)cc2c1=O)OC	x	x	-5	3	3	0.2	-20	-0.9
25	CC(C)NC(=O)Nc1ccc2c(c1)C(=O)N([C@H](C)CO)C[C@@H](C)[C@H](CN(C)Cc1ccncc1)OCCCC[C@@H](C)O2	0.0	-3	4	3	19	0.0	-12	-1.7
26	Cc1cccc(-c2ccc([C@@H]3[C@@H](CO)N4CCCCN(S(=O)(=O)c5cccs5)C[C@H]34)cc2)c1	-0.2	-1	33*	0	0	0.2	-28	2.7
27	O=C(C[C@H]1C[C@H]2c3cc(NC(=O)Nc4ccccc4)ccc3O[C@H]2[C@@H](CO)O1)NCc1ccccn1	-0.1	0	-1	1	-5	0.0	-6	1.0
28	CCCCCC[C@@H]([C@@H](C)O)n1cnc2c(N)ncnc21	0.0	3	-4	8	-15	-0.1	-14	-3.5
29	CCN(C(=O)c1cccc(S(=O)(=O)N2CCc3ccccc32)c1)C1CCS(=O)(=O)C1 (stereo not drawn)	x	0	0	-4	22	-0.1	-16	-2.2
30	COc1ccc(S(=O)(=O)N(C)C[C@@H]2Oc3c(NC(=O)C4CCCCC4)cccc3C(=O)N([C@H](C)CO)C[C@H]2C)cc1	-0.1	1	10	1	4	0.2	16	-1.1

Marked active in DENV2 CPE rescue (from the list above):
#	Structure	Casp6 inh	DENV2 CPE rescue	GSIS activator	RAD52 anneal inh	CFTR F508del cor
26	Cc1cccc(-c2ccc([C@@H]3[C@@H](CO)N4CCCCN(S(=O)(=O)c5cccs5)C[C@H]34)cc2)c1	-1	33*	0	-28	2.7

The listing continues:
nr	SMILES	E-sel inducer	Casp6 inh	DENV2 CPE rescue	RAD54 inh	GSIS activator	XiGFP reactiv	RAD52 anneal inh	CFTR F508del cor
31	O=C(CC1CC1)Nc1ccc2c(c1)[C@@H]1C[C@@H](CC(=O)NC3CCCCC3)O[C@H](CO)[C@@H]1O2	-0.3	2	19	-2	5	-0.1	-3	0.3
32	COCC(=O)N1CC(=O)N2[C@H](C1)[C@H](c1ccc(-c3ccccc3)cc1)[C@@H]2CO	1.0	1	11	x	16	0.4	-1	-1.9
33	C[C@@H]1CN([C@@H](C)CO)C(=O)c2cc(NC(=O)Cn3cnnn3)ccc2O[C@@H]1CN(C)CC1CC1	11	0	11	-2	14	-0.8	-8	1.0
34	O=[N+]([O-])c1c(Nc2ccccc2O)cc(Cl)c2nonc12	-0.3	8	5	18	-1	1.3	2	-6.2
35	CSc1ncccc1C(=O)OCC(=O)c1cccs1	0.2	0	6	0	2	0.1	-33	1.9
36	CCn1cnc2c1c(=O)n(Cc1cccc(Br)c1)c(=O)n2Cc1ccccc1	x	-5	-1	3	30	0.4	-93	1.5
37	CCOc1ccc(C(=O)N(CC)CC(=O)Nc2ccc3c(c2)OCCO3)cc1	-0.6	-1	-2	6	-4	0.1	-11	0.9
38	COCC(=O)Nc1ccc(OC)c(Cl)c1	2.5	1	-1	-6	25	0.2	1	1.1
39	CC(=O)c1ccc(NC(=O)CSc2nnc(Cn3cnc4ccccc43)o2)cc1	0.6	-2	3	-4	-2	0.0	-5	1.0
40	O[C@H]1CN(CC2CCCCC2)[C@@H](c2ccc(Cl)cc2)C[C@@H]1n1cc(-c2ccc(F)cc2)nn1	x	-2	15	3	-9	-0.1	-11	-9.2
41	C[C@@H]1CN([C@@H](C)CO)C(=O)c2cc(C#Cc3ccncc3)cnc2O[C@@H]1CN(C)S(=O)(=O)c1ccccc1F	x	0	-1	0	-2	-0.1	-1	3.0
42	CNC[C@H]1Oc2ccc(NS(=O)(=O)c3ccc(F)cc3)cc2CC(=O)N([C@H](C)CO)C[C@@H]1C	-1.7	-2	12	8	7	-1.3	2	-1.4
43	OC(CNC1CCCC1)COc1ccc(-c2ccccc2)cc1 (stereo not drawn)	-0.4	2	x	x	1	0.3	15	-0.4
44	C[C@@H]1CN([C@@H](C)CO)C(=O)c2cc(NC(=O)c3ccncc3)ccc2O[C@H]1CN(C)Cc1ccc(Oc2ccccc2)cc1	0.0	-2	-5	-11	-13	0.2	23	3.5

Reprinted at random: five compounds from above, in no set order.
nr	SMILES	E-sel inducer	Casp6 inh	DENV2 CPE rescue	RAD54 inh	GSIS activator	XiGFP reactiv	RAD52 anneal inh	CFTR F508del cor
42	CNC[C@H]1Oc2ccc(NS(=O)(=O)c3ccc(F)cc3)cc2CC(=O)N([C@H](C)CO)C[C@@H]1C	-1.7	-2	12	8	7	-1.3	2	-1.4
34	O=[N+]([O-])c1c(Nc2ccccc2O)cc(Cl)c2nonc12	-0.3	8	5	18	-1	1.3	2	-6.2
44	C[C@@H]1CN([C@@H](C)CO)C(=O)c2cc(NC(=O)c3ccncc3)ccc2O[C@H]1CN(C)Cc1ccc(Oc2ccccc2)cc1	0.0	-2	-5	-11	-13	0.2	23	3.5
38	COCC(=O)Nc1ccc(OC)c(Cl)c1	2.5	1	-1	-6	25	0.2	1	1.1
39	CC(=O)c1ccc(NC(=O)CSc2nnc(Cn3cnc4ccccc43)o2)cc1	0.6	-2	3	-4	-2	0.0	-5	1.0
